TDP1 cell noCPT: qHTS for Inhibitors of human tyrosyl-DNA phosphodiesterase 1 (TDP1): qHTS in cells in absence of CPT. DT40 Tdp1-/- hTDP1 cells, no CPT, ATP luminescence, 48 h. Potency, µM (titrated, usually from 46.2 µM), for the others: at the top dose activity change, negative = growth inhibition, most hits filed as inhibitors. 420,000 compounds, 15% hits. AID 686978, 2013; further: nearly all actives have a fitted effect of over 55% in size
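Growth of hTDP1-complemented DT40 Tdp1-knockout cells is measured by ATP luminescence after at least 48 hr compound exposure at 37 °C, with DMSO substituting for the 20 nM CPT used in the parallel screen.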
N370S GC: qHTS Assay for Inhibitors and Activators of N370S glucocerebrosidase as a Potential Chaperone Treatment of Gaucher Disease; N370S GC spleen homogenate, 4MU-glucoside fluorescence; Potency, µM (doses to about 59.4 µM), for inactives: at the top dose activity change, negative = inhibition, actives largely listed as inhibitors; 330,000 compounds, 0.092% hits; Lysosomal acid glucosylceramidase (Homo sapiens), P04062;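 further: 0% = full enzyme activity and -100% = no enzyme basal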
TDP1 inh: qHTS Assay for Inhibitors of Tyrosyl-DNA Phosphodiesterase (TDP1) | recombinant TDP1, AlphaScreen DNA substrate cleavage | Tyrosyl-DNA phosphodiesterase 1 (Homo sapiens), Q9NUW8 | Potency, µM (top dose mostly 130 µM), for inactives: at the highest dose activity change, negative = inhibition, hits mostly inhibitors | 350,000 compounds, 0.28% hits; further: nearly all actives have a fitted effect of over 40% in size
Target sequence (Q9NUW8 whole entry, looked up): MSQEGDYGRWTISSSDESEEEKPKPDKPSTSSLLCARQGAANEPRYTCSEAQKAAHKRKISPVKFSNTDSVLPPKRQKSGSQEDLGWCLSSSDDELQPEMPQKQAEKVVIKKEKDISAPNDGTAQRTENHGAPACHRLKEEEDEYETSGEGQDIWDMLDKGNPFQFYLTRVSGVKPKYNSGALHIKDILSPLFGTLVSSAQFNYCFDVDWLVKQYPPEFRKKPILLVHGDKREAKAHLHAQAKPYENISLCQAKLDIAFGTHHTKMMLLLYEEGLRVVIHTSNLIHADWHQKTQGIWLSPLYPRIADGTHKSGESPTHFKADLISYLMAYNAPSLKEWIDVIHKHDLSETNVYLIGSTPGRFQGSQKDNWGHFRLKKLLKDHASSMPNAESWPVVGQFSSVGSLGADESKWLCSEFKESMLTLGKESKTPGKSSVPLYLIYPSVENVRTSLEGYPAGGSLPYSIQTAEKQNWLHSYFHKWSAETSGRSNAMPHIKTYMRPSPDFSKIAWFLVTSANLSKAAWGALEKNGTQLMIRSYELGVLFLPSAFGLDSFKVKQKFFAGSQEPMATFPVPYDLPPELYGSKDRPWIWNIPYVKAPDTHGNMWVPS
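Recombinant human Tdp1 (E. coli-expressed, 1 nM final) preincubated with compounds 15 min at room temperature, then 5'-biotin/3'-phosphotyrosine-FITC DNA substrate (15 nM final) added for 5 min. AlphaScreen beads (10 ug/ml final) added 10 min; cleavage lowers signal.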
The depositor's hits bear a star; ? = inconclusive; . = not tested or not shown; [ ] = dose if it differs, or a comment. The call rests on the fitted dose curve; in most records, active means well fitted curve in the direction sought with a large enough effect; inconclusive means small, poorly fitted or top-dose-only effect, or another doubt; inactive means no such curve, though single readings can be large; an effect the other way counts as inactive or inconclusive. Unless noted, on the % scale 0 is the no-effect control and ±100 the full control effect; potency means the concentration at half of the fitted maximal effect. This is a subset. The share of hits here may be higher or lower than overall.

Compound | N370S GC | TDP1 cell noCPT | TDP1 inh
COC(=O)c1ccccc1N(C)C(=O)C12CCC(C)(C(=O)O1)C2(C)C (stereo not given) | 14% | -4% | 4%
COc1ccc(CC(=O)OCC(=O)NCc2ccc(C)cc2)cc1OC | . | 5% | 1%
COC(=O)c1ccsc1NC(=O)CN1CCN(c2ccc(F)cc2)CC1 | 10% | ? | 7%
COc1ccc(Br)cc1C(=O)N/N=C/c1cccnc1 | -8% | 12% | .
CCCc1cc(=O)oc2cc(OCC(=O)NCc3cccs3)ccc12 | 17% | 2% | 3%
CC1(c2ccc(Cl)cc2)NC(=O)N(CC(=O)Nc2ccc(F)cc2)C1=O (stereo not given) | -6% | -25% | .
O=C(Nc1c(C(=O)N2CCOCC2)cnn1-c1ccccc1Cl)c1ccco1 | 1% | -1% | 2%
Cc1cc(C(=O)OCC(=O)NC(C)c2ccc(F)cc2)c(C)o1 (stereo not given) | . | -29% | 3%[56.1 µM]
C=CCN(CC=C)c1nc2ccccc2nc1C(C#N)C(=O)OCCOC (stereo not given) | 26% | ? | 6%
CCCn1c(SCc2nc3ccccc3s2)n[nH]c1=O | 9% | 8% | 6%
COC(C[C@H]1O[C@@H]1[C@@H](O)COCc1ccccc1)OC | 3% | 6% | -1%
Clc1ccc(CSc2nnc([C@@H]3CCCN3)o2)cc1Cl | -11% | -25% | 2%
CCC(=O)Nc1ccccc1-c1nc2ccccc2n(C(CC)C(=O)Nc2cccc(C(C)=O)c2)c1=O (stereo not given) | . | ? | 11%
COC(=O)C1=C(N)Oc2cc(C)n(CC3CCCO3)c(=O)c2C1c1ccc(Cl)cc1 (stereo not given) | 23% | ? | 0%
CCOC(=O)c1c(C)[nH]c(C(=O)COC(=O)COc2ccccc2C=O)c1C | 0% | ? | 0%
COc1cccc(NC(=O)Cn2cnc3sc(C)c(S(=O)(=O)N4CCCCC4)c3c2=O)c1 | ? | -4% | 5%
COc1ccc(-c2cc(C(F)F)n3ncc(C(=O)Nc4c(C)n(C)n(-c5ccccc5)c4=O)c3n2)cc1 | -3% | 12µM* | -2%
COc1ccccc1/C=C/C(=O)OCC(=O)NCc1ccc2c(c1)OCO2 | . | -10% | 0%
CC1CCN(c2ccc(-c3cccc(NS(=O)(=O)c4ccc(Cl)s4)c3)nn2)CC1 | . | 0% | 9%
CS(=O)(=O)c1ccc2nc(NC(=O)Nc3ccc(Cl)cc3)sc2c1 | -1% | ? | -1%
Cc1ccc(-n2ncc3c(NCCc4ccc(S(N)(=O)=O)cc4)ncnc32)cc1 | . | -7% | 10%
S=c1[nH]c(-c2ccccc2)cn1/N=C/c1cccs1 | 14% | 8.2µM* | 6%
CCCC12CN3CC(C)(CN(C1)C3c1cn(CC)c3ccccc13)C2=O (stereo not given) | . | ? | 7%
CCn1c(CNc2ccc(Cl)cc2)nnc1SCc1ccc(Cl)cc1 | -4% | 18µM* | 5%
Cc1ccc(S(=O)(=O)CC(=O)Nc2nc3ccccc3s2)cc1 | -12% | -19% | 6%
Cc1ccc(Nc2nc(N)c([N+](=O)[O-])c(NCCO)n2)cc1 | -3% | ? | 2%
CSc1cccc(CN(C)C(=O)C2CCC(=O)N(CCCN3CCCC3=O)C2)c1 (stereo not given) | -14% | 2% | 2%
C=CCn1c(CSc2nc3ccccc3s2)nnc1SCC(=O)OCC | 1% | -10% | 3%
CCOC(=O)CNC(=O)CSc1nnc(C)c(=O)[nH]1 | 6% | 0% | -3%
NNC(=O)c1cc2cc(OC(F)(F)F)ccc2[nH]1 | -5% | -26% | 5%
Cc1ccccc1NC(=O)NC1CCCCC1C (stereo not given) | -3% | -2% | .
Cc1cc(C)nc(NS(=O)(=O)c2ccc(NC(=S)NC(=O)C3CCCC3)cc2)n1 | -4% | -14% | 2%
Cc1c(Cl)cccc1Nc1ncccc1C(=O)O | 4% | ? | 6%
O=C(Nc1ccc(F)cc1)C1CCN(S(=O)(=O)c2ccc3c(c2)CCCN3C(=O)C2CCC2)CC1 | . | 8.2µM* | 2%
Cc1cc(C)cc(NS(=O)(=O)c2ccc(-c3cc(C)no3)cc2)c1 | . | 1.2µM* | 3%
O=C(O)[C@H]1O[C@@H](Oc2ccc3ccc(=O)oc3c2)[C@H](O)[C@@H](O)[C@@H]1O | 2% | . | 2%
CCCOc1ccc(CSc2nnc(CCC)n2N)cc1 | 6% | -23% | 0%
CCCSCCCNC(=O)C1CCN(c2nn3cc(-c4ccc(F)cc4)nc3s2)CC1 | . | ? | 2%
CCOC(=O)C(=N/O)/C(C)=N/NC(=O)C(=O)Nc1cc(Cl)ccc1Cl | 1% | ? | .
COC(=O)c1ccc(-c2noc(CN(Cc3nccn3C)C(C)C)n2)cc1 | -6% | ? | 0%
CC1=[N+](C)c2c(ccc3cccnc23)C1(C)C | -27% | 1.8µM* | 12%
Cc1ccc(Nc2nc(Oc3ccc(OCc4ccccc4)nn3)nc(N3CCOCC3)n2)cc1 | 8% | ? | 9%
COc1ccc(/C=C(/NC(=O)c2ccc(Br)cc2)C(=O)N2CCOCC2)cc1 | -9% | 1% | 5%
Cc1ccc(CC(=O)Nc2ccc(F)c([N+](=O)[O-])c2)cc1 | -17% | 0% | 5%
CCCn1nc(C(=O)NCC2COc3ccccc3O2)c2ccccc2c1=O (stereo not given) | . | ? | -4%
CCC(C)(C)n1nnnc1C(c1ccccc1)N1CCc2ccccc2C1 (stereo not given) | 6% | 23µM* | -1%
Cc1cc(C)n2nc(CC(=O)NNC(=O)c3ccccc3Cl)nc2n1 | -3% | 21% | 1%
COc1ccc(/C(C)=N/NC(=O)Cc2ccc(Cl)cc2)cc1 | 2% | -8% | .
CC(=O)Oc1ccc(-c2cccc(C(=O)Oc3ccccc3)c2)cc1 | -1% | -9% | .
Cc1ccc(S(=O)(=O)NCCNC(=O)c2nonc2N)cc1 | -2% | 1% | 5%

Next section.
Compound | N370S GC | TDP1 cell noCPT | TDP1 inh
N#Cc1cccc(C(=O)OCC(=O)N2CCCc3ccccc32)c1 | -8% | -12% | .
CCOC(=O)c1c(C)[nH]c(C(=O)COC(=O)c2oc3ccc(OC)cc3c2C)c1C | -13% | -17% | 4%
Cc1nnc2n(c1=O)C(CS(=O)(=O)c1ccccc1)CS2 (stereo not given) | 1% | -12% | 1%
CC(=O)NCC(=O)N1CCC(n2nccc2NC(=O)CCCc2ccccc2)CC1 | -3% | -7% | 3%
Fc1ccc(OCc2nc3ccccc3s2)cc1 | 3% | ? | -3%
O=C1CC(NNc2nc3ccccc3s2)C(=O)N1c1ccc(F)cc1 (stereo not given) | -4% | -13% | .
COC(=O)c1ccc(Oc2nc(Nc3ccccc3)nc(N(C)C)n2)cc1 | -1% | 21µM* | 5%
CCN(CC)S(=O)(=O)c1ccc(C(=O)Nc2c3c(nn2C(C)(C)C)CS(=O)(=O)C3)cc1 | 3% | -6% | 0%
Cc1ccc(C)c(OCC(=O)NNC(=O)c2ccc(=O)[nH]c2)c1 | . | 16% | 1%
O=C(CN1CCCCCC1=O)OCc1ncc(-c2ccccc2)o1 | 2% | 3% | 0%

Part of the list above, with two lines to a compound.
Values in the order: N370S GC, TDP1 cell noCPT, TDP1 inh
> COC(=O)c1ccccc1N(C)C(=O)C12CCC(C)(C(=O)O1)C2(C)C (stereo not given)
 : 14%, -4%, 4%
> COc1ccc(CC(=O)OCC(=O)NCc2ccc(C)cc2)cc1OC
 : ., 5%, 1%
> COC(=O)c1ccsc1NC(=O)CN1CCN(c2ccc(F)cc2)CC1
 : 10%, ?, 7%
> COc1ccc(Br)cc1C(=O)N/N=C/c1cccnc1
 : -8%, 12%, .
> CCCc1cc(=O)oc2cc(OCC(=O)NCc3cccs3)ccc12
 : 17%, 2%, 3%
> CC1(c2ccc(Cl)cc2)NC(=O)N(CC(=O)Nc2ccc(F)cc2)C1=O (stereo not given)
 : -6%, -25%, .
> O=C(Nc1c(C(=O)N2CCOCC2)cnn1-c1ccccc1Cl)c1ccco1
 : 1%, -1%, 2%
> Cc1cc(C(=O)OCC(=O)NC(C)c2ccc(F)cc2)c(C)o1 (stereo not given)
 : ., -29%, 3%[56.1 µM]
> C=CCN(CC=C)c1nc2ccccc2nc1C(C#N)C(=O)OCCOC (stereo not given)
 : 26%, ?, 6%
> CCCn1c(SCc2nc3ccccc3s2)n[nH]c1=O
 : 9%, 8%, 6%
> COC(C[C@H]1O[C@@H]1[C@@H](O)COCc1ccccc1)OC
 : 3%, 6%, -1%
> Clc1ccc(CSc2nnc([C@@H]3CCCN3)o2)cc1Cl
 : -11%, -25%, 2%
> CCC(=O)Nc1ccccc1-c1nc2ccccc2n(C(CC)C(=O)Nc2cccc(C(C)=O)c2)c1=O (stereo not given)
 : ., ?, 11%
> COC(=O)C1=C(N)Oc2cc(C)n(CC3CCCO3)c(=O)c2C1c1ccc(Cl)cc1 (stereo not given)
 : 23%, ?, 0%
> CCOC(=O)c1c(C)[nH]c(C(=O)COC(=O)COc2ccccc2C=O)c1C
 : 0%, ?, 0%
> COc1cccc(NC(=O)Cn2cnc3sc(C)c(S(=O)(=O)N4CCCCC4)c3c2=O)c1
 : ?, -4%, 5%
> COc1ccc(-c2cc(C(F)F)n3ncc(C(=O)Nc4c(C)n(C)n(-c5ccccc5)c4=O)c3n2)cc1
 : -3%, 12µM*, -2%
> COc1ccccc1/C=C/C(=O)OCC(=O)NCc1ccc2c(c1)OCO2
 : ., -10%, 0%
> CC1CCN(c2ccc(-c3cccc(NS(=O)(=O)c4ccc(Cl)s4)c3)nn2)CC1
 : ., 0%, 9%
> CS(=O)(=O)c1ccc2nc(NC(=O)Nc3ccc(Cl)cc3)sc2c1
 : -1%, ?, -1%
> Cc1ccc(-n2ncc3c(NCCc4ccc(S(N)(=O)=O)cc4)ncnc32)cc1
 : ., -7%, 10%

(listing goes on)
Compound | N370S GC | TDP1 cell noCPT | TDP1 inh
CC(C)(C)c1ccc(C(=O)N2CCC(C(=O)NCc3ccco3)CC2)cc1 | -15% | ? | 4%[56.1 µM]
Cc1ccc(-n2nc3c(=O)n(CCCC(=O)NCCN4CCN(C)CC4)nc(C)c3c2C)cc1 | -17% | 26% | 1%
CN(C)S(=O)(=O)c1ccc(C(=O)Nc2ccn(C)n2)cc1 | -4% | 3% | 0%
CN(CC1CCCO1)S(=O)(=O)c1ccc(C(=O)Nc2nnc(-c3ccccc3)o2)cc1 (stereo not given) | -12% | 8.2µM* | 8%
N#C/C(=C(/O)COC(=O)c1ccc(O)cc1)c1nc2ccccc2[nH]1 | 1% | -9% | .
COc1cccc(CNS(=O)(=O)c2cc3c4c(c2)CCC(=O)N4CCC3)c1 | -17% | ? | .
COC(=O)/C(=N/Nc1ccc(C)cc1)N1CCCc2ccccc21 | 6% | ? | 5%
Cn1cccc1-c1cc2n(n1)CCC(=O)N2CCCC(=O)NCc1ccc(F)cc1 | . | -10% | 7%
O=C1N=C(N2CCOCC2)S/C1=C\c1ccc(OS(=O)(=O)c2ccccc2)cc1 | -5% | -7% | 9%
O=C(O)c1ccc(CN2C(=O)c3cccc4c([N+](=O)[O-])ccc(c34)C2=O)cc1 | -11% | 16µM* | .
O=C(COC(=O)C1CC2C=CC1C2)Nc1ccc([N+](=O)[O-])cc1 (stereo not given) | . | -29% | 2%
O=C(CNS(=O)(=O)c1ccc(Cl)cc1)NC1CCCCC1 | . | 11% | 0%
O=C(CSc1nc2c([nH]c3ccccc32)c(=O)n1-c1ccccc1)N1CCCC1 | . | -16% | 8%
NC(=O)c1ccc(NC(=O)CN2CCN(c3ccc(Cl)cc3)CC2)cc1 | -4% | 14% | 1%
CCCCc1ccc(C(=O)N/C(=C\c2ccc(C)cc2)C(=O)NC2CCCCC2)cc1 | . | 15µM* | 4%[12.3 µM]
COc1ccc(OC)c(C2C(C(C)=O)=C(O)C(=O)N2CCc2ccc(OC)c(OC)c2)c1 (stereo not given) | 5% | -5% | -5%
COc1cccc(CN(C)C(=O)c2cc(COc3ccc4ncccc4c3)on2)c1 | -22% | 2.9µM* | 7%
COC(=O)CSc1nnc2n(-c3ccc(OC)cc3)c(=O)c3c4c(sc3n12)CCCCC4 | -3% | -16% | 2%
CCOc1cc(/C=C2\N=C3CCCCCN3C2=O)ccc1O | -14% | ? | 3%

Screens as filed in PubChem.
